Source: PubChem BioAssay (Broad Institute)
esBAF inh: Bmi1 luciferase reporter increase in mESCs, primary screen, esBAF inhibitor project, mouse ES cells, Bmi1 luciferase knock-in, single point. reporter increase, % at 12.5 µM. 350,000 compounds, 2% hits. 24 h; 100% = twice the neutral-well signal; in the data active = activation above about 40%; inconclusive = no clear call, values can overlap the other calls;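 note: 0% = median of the plate's neutral control wells and 100% = double that signal; a rise in the Bmi1 reporter signal indicates esBAF inhibition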
FN deposit inh: inhibitors of fibronectin matrix deposition, primary screen, AH1F cells, Alexa488-fibronectin fluorescence, plate reader; AH1F fibroblasts, overnight; inhibition, % at 12.6 µM; 350,000 compounds, 0.086% hits; AID 743247, 2014;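 active = mean inhibition across replicates of 30% or more, regardless of how many single replicates reach that level; inconclusive = mean under 30% yet at least half of replicates reach 30%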;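 note: positive control wells lacked labelled fibronectin entirely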
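Material: AH1F fibroblasts assembling fluorescent fibronectin matrix; amount: 10000 AH1F cells/well; medium: DMEM, 2% serum; reagent: Alexa488-fibronectin, 24 nM final in well; dosing: single compound dose, delivered by pin transfer; incubation: 1 h adhesion, overnight exposure; detection: fluorescence after three HBSS washes, excitation 485 nm, emission 525 nm; measure: fibronectin deposition inhibition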
S100A4 MyoIIA: inhibitors of S100A4-myosin IIA peptide binding, primary screen, biochemical, fluorescence polarization, TAMRA-MyoIIA peptide; AID 652163, 2013; Protein S100-A4 (Homo sapiens), P26447; inhibition, % at 10.7 µM; 360,000 compounds, 0.14% hits;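 active = mean inhibition of at least 70% across replicates, with every replicate also reaching that level; inconclusive = mean inhibition reaches 70% but some replicates fall short; inactive = mean inhibition below 70%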
Target sequence (P26447 whole entry, looked up): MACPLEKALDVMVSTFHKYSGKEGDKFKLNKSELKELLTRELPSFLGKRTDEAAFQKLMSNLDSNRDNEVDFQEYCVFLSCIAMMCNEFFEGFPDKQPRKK
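assay system = human S100A4 monomer with TAMRA-labelled myosin IIA peptide | also added = labelled myosin peptide probe, 5 nM | incubation = 5 min between mix addition and reading | control set = DMSO and TFP controls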
EWS-Fli inh: EWS/Fli-driven NR0B1 reporter inhibitors, primary screen, A673 cells, NR0B1 luciferase, luminescence, MLPCN library; viability-normalised; inhibition, % at 12.6 µM; 350,000 compounds, 0.67% hits; AID 651661, 2012;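 active = mean inhibition of at least 50% after viability correction, with every replicate also passing that limit; inconclusive = mean reaches 50% but only one of two replicates passes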;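 note: firefly luciferase signal divided by Alamar Blue viability fluorescence both relative to DMSO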
E-selectin induc: E-selectin induction in HUVECs, primary screen, imaging, HUVEC, immunofluorescence imaging, single point. P16581. normalized: neutral wells 0, TNF-alpha wells 100. activation, % at 7.58 µM. 260,000 compounds, 0.37% hits. AID 686992, 2013;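 active = mean E-selectin-positive cell signal at least 10% of the positive control, reached in at least 60% of replicates, without over 20% cell loss; inconclusive = no rule given, readout overlaps actives, possibly toxicity-flagged; inactive = the rest, including those meeting only one limit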;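 note: in these data hits start at about 27%; measured in HUVEC primary endothelial cells; signal is the percent of cells scored E-selectin positive by PE staining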
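System: HUVEC / Compound: single concentration / Signal: immunofluorescence imaging / Read-out: percent E-selectin-positive cells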
RAD52 inh: RAD52 DNA annealing inhibitors, primary screen, biochemical, FRET, single point, set 2; recombinant RAD52 DNA annealing, FRET fluorescence; inhibition, % at 18.7 µM; 360,000 compounds, 0.46% hits; AID 651710, 2012;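 active = every replicate showing at least 50% inhibition; inconclusive = mean inhibition at least 50% but not in every replicate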
XiGFP reactiv: activators of inactive X chromosome reactivation, primary screen, imaging, XiGFP fibroblasts, GFP high-content imaging, set 2; 360,000 compounds, 0.055% hits; XiGFP mouse fibroblasts, % GFP-positive cells imaging, 3 d; cells co-treated with 5-aza-dC sensitizer; scaled so ellipticine positive control = 100%; activation, % at 7.58 µM;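 active = mean normalized replicate activation at least 10% and every replicate at or above 10%; inconclusive = only one of the two criteria met; inactive = mean below 10% and not all replicates reach 10%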;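 note: 0% = median of on-plate neutral control wells and 100% = ellipticine 6 µM median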
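assay system = SV40-immortalized XiGFP fibroblast cells, line 68-5-11 | buffer or medium = DMEM plus 5-aza-dC sensitizer | doses = single-point pinned compound dosing | times = 3-day compound exposure, then 15 min fixation at room temperature | benchmarks = positive control ellipticine, 6 µM final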
RAD54 inh: inhibitors of human RAD54 branch migration, primary screen, biochemical, fluorescence, single point; DNA repair and recombination protein RAD54-like (Homo sapiens), Q92698; 360,000 compounds, 0.14% hits; RAD54 Holliday junction branch migration, FAM/BHQ fluorescence; inhibition, % at 10.4 µM;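 active = mean normalized replicate activity at least 40 and at least half of replicates scoring 40 or more; inconclusive = only one of the two criteria met; inactive = mean below 40 and under half of replicates reaching 40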;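 note: 0% = median of neutral control wells and 100% = median of positive control wells; inhibitors cause a drop in the FAM fluorescence signal; in these data hits start at about 50%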
Target sequence (Q92698 whole entry, looked up): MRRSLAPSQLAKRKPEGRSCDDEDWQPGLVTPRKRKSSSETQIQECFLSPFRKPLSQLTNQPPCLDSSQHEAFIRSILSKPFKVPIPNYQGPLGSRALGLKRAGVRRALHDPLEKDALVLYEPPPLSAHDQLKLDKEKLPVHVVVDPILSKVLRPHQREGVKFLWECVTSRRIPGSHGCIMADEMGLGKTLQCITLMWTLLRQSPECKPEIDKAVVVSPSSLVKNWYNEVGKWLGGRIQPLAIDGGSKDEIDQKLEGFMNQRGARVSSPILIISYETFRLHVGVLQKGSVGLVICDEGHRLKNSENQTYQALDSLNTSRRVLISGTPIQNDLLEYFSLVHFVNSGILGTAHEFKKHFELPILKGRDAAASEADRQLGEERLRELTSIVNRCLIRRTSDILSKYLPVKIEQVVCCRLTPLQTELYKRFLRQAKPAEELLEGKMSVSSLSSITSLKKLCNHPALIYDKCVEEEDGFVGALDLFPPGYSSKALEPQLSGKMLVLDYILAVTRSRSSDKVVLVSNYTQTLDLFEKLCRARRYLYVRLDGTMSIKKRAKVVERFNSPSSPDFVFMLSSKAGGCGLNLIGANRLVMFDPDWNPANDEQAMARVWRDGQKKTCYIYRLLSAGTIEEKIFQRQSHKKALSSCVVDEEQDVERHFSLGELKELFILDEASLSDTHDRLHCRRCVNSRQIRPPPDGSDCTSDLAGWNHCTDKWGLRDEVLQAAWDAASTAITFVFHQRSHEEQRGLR
* marks the source's active call; other numbers are inactive results; u = inconclusive; x = not tested or not shown.

Values run as follows: esBAF inh, FN deposit inh, S100A4 MyoIIA, EWS-Fli inh, E-selectin induc, RAD52 inh, XiGFP reactiv, RAD54 inh
1) CCCCn1c(N)c(N(CCC(C)C)C(=O)Cc2ccc(S(=O)(=O)N3CCOCC3)s2)c(=O)[nH]c1=O
    0, 2, -2, 10, x, -21, 0.5, -1
2) COc1cccc(C2C(C#N)=C(N)Oc3cc(N)ccc32)c1OC (stereo unspecified)
    2, -2, x, x, x, x, 0.0, 5
3) O=C(NCCCN1CCCC1)c1cc(Sc2ccc(F)cc2)nc2ccccc12
    x, -3, -3, -6, -0.1, 2, 0.0, x
4) Cc1cccc(C(=O)N2CCc3c([nH]c4ccccc34)C2CC(C)C)n1 (stereo unspecified)
    22, 15, 0, -48, x, -16, 0.0, x
5) COc1cccc(-c2cc(C(=O)N/N=C/c3cccc(OC)c3OC)c3ccccc3n2)c1
    37, -2, -2, -20, 1.1, -6, 0.0, x
6) COCC(=O)N1[C@@H](CO)[C@@H](c2ccccc2)C12CN(Cc1cc(F)ccc1F)C2
    x, 5, -38, -1, 0.1, -54, 0.0, x
7) CCCN(C(=O)c1cnccn1)c1c(N)n(Cc2ccccc2)c(=O)[nH]c1=O
    4, 5, 0, 4, x, -8, 0.0, -2
8) O=C(O)c1cccc(NC(=O)c2ccc(COc3ccc(Cl)cc3)cc2)c1
    22, 2, -5, -37, x, -21, 0.0, 1
9) CC(C)NC(=O)Nc1ccc2c(c1)CC(=O)N([C@@H](C)CO)C[C@@H](C)[C@@H](CN(C)Cc1ccc(C(F)(F)F)cc1)O2
    -7, x, -3, 1, -15, -6, -0.1, -9
10) O=C(C[C@H]1C[C@@H]2c3cc(NC(=O)C4CCOCC4)ccc3O[C@@H]2[C@H](CO)O1)NCc1cccc(F)c1
    -2, 14, -6, -2, 0.2, 8, 0.0, 0
11) O=C(CSc1ccccc1)N1CCCC(N2CCN(c3ccccc3)CC2)C1 (stereo unspecified)
    -3, 1, -14, x, 0.4, -5, 0.0, 1
12) CC(C)C(NC(=O)CN(c1ccc2c(c1)OCCO2)S(=O)(=O)c1ccccc1)C(C)C
    -10, 7, 1, 10, x, -11, 0.0, -10
13) CCCCn1nnnc1SCC(=O)c1ccccc1F
    x, 18, 1, -21, x, -24, 0.0, x
14) C[C@@H](O)C#Cc1ccc2c(c1)O[C@@H](CN(C)Cc1cncnc1)[C@@H](C)CN([C@@H](C)CO)S2(=O)=O
    -6, -23, -35, -4, 0.5, -5, 0.0, -14
15) CCc1ccc(NC(=O)CSc2nc3ccccc3c(=O)n2CCCC(=O)NCCCN2CCOCC2)cc1
    0, -1, -3, 14, -0.1, -1, 0.0, -3
16) Nc1ncnc2c1ncn2[C@@H]1O[C@H](C(=O)NS(=O)(=O)c2ccccc2[N+](=O)[O-])[C@@H](O)[C@H]1O
    -2, 0, 0, 3, 1.0, -1, 0.1, -4
17) Cc1ccc2sc(N(CCCN(C)C)C(=O)c3ccc(S(=O)(=O)N4CCOCC4)cc3)nc2c1C
    -5, 3, -2, -8, x, 18, 0.2, 11
18) O=C(NC1CCCCC1)c1cc(-c2cccs2)on1
    45*, -2, -7, -97, -3.4, -3, 0.3, -4
19) C[n+]1cccc(C(=O)NNC(=O)C23CC4CC(CC(C4)C2)C3)c1
    x, 5, 1, 9, x, 0, 0.3, x
20) O=C(C(=Cc1ccccc1)c1ccccc1)c1ccccc1
    x, 0, -2, 3, -0.1, -30, 0.3, x
21) Cc1ccc(S(=O)(=O)N(C)C[C@H]2OCCCC[C@H](C)Oc3ccc(NC(=O)Nc4ccc(F)cc4)cc3C(=O)N([C@@H](C)CO)C[C@@H]2C)cc1
    -3, 7, -10, 13, 0.4, 5, 0.3, -11
22) O=C(CSc1cn(Cc2ccccc2)c2ccccc12)NCc1ccc(F)cc1
    -5, -7, -2, 20, x, 0, 0.1, 12
23) Cc1cccc(Nc2nnc(SCC(=O)c3c(N)n(C4CC4)c(=O)[nH]c3=O)s2)c1C
    2, 10, -1, -2, 0.4, -12, 0.0, 1
24) COc1ccc(-c2csc(NC(=O)c3ccccc3F)n2)cc1
    18, -9, 1, -17, x, -7, 0.1, -3
25) Cc1ccccc1S(=O)(=O)N1C[C@H](O)COC[C@H]2O[C@@H](CC(=O)N3CCCCC3)CC[C@@H]21
    -1, 2, -1, -10, 0.1, 2, 0.3, -3
26) CCOc1cc(C2NC(=O)NC(c3ccccc3)=C2C(=O)c2ccccc2)c(Br)cc1OCC(=O)O (stereo unspecified)
    x, 1, -3, 0, x, -16, 0.0, x
27) COc1cccc(NC(=O)c2c([N+](=O)[O-])cnn2C)c1
    -5, -9, -1, 5, 0.2, -11, 0.1, 15
28) O=c1oc2ccccc2nc1/C=C(O)/C=C/c1ccc(F)cc1
    22, -12, x, x, x, x, -0.1, -12
29) CC(C)(C)OC(=O)CC[C@@]12N=C(c3ccc(OCCCO)cc3)O[C@@H]1c1ccccc1CN(C(=O)c1ccccc1)C2=O
    x, x, -3, -14, x, -28, x, 6
30) CCCn1c(N2CCN(Cc3ccc(Cl)cc3)CC2)nc2ccccc21
    -8, -3, -4, 12, x, 8, 0.2, -2

Overlap with the part before: 5 entries, followed by the next part.
Values run as follows: esBAF inh, FN deposit inh, S100A4 MyoIIA, EWS-Fli inh, E-selectin induc, RAD52 inh, XiGFP reactiv, RAD54 inh
26) CCOc1cc(C2NC(=O)NC(c3ccccc3)=C2C(=O)c2ccccc2)c(Br)cc1OCC(=O)O (stereo unspecified)
    x, 1, -3, 0, x, -16, 0.0, x
27) COc1cccc(NC(=O)c2c([N+](=O)[O-])cnn2C)c1
    -5, -9, -1, 5, 0.2, -11, 0.1, 15
28) O=c1oc2ccccc2nc1/C=C(O)/C=C/c1ccc(F)cc1
    22, -12, x, x, x, x, -0.1, -12
29) CC(C)(C)OC(=O)CC[C@@]12N=C(c3ccc(OCCCO)cc3)O[C@@H]1c1ccccc1CN(C(=O)c1ccccc1)C2=O
    x, x, -3, -14, x, -28, x, 6
30) CCCn1c(N2CCN(Cc3ccc(Cl)cc3)CC2)nc2ccccc21
    -8, -3, -4, 12, x, 8, 0.2, -2
31) COc1ccc(Nc2cc(C)nc3ccc(C)cc23)cc1
    -7, 9, 0, 2, -0.1, -28, -0.1, 31
32) Cc1ccc(N2CC(C(=O)N3CCc4ccccc43)CC2=O)cc1 (stereo unspecified)
    -2, x, -2, 3, x, 1, x, -9
33) CS(=O)(=O)c1ccc(Cl)c(NC(=O)CSc2nc3ccccc3c(=O)n2CCCN2CCOCC2)c1
    1, 12, 2, -5, -0.3, -16, 0.1, x
34) Cc1cc(SCC(=O)c2ccccc2)n2ncc(-c3ccccc3)c2n1
    x, -1, -11, -104, 7.2, -2, 0.3, x
35) Cc1sc2ncn(CC(=O)N3CCN(c4ccccn4)CC3)c(=O)c2c1S(=O)(=O)N1CCC(C)CC1
    3, 5, 27, 7, 0.4, -7, -0.1, 1
36) CNC[C@H]1Oc2ccc(NC(=O)Nc3ccc(F)cc3)cc2C(=O)N([C@H](C)CO)C[C@H]1C
    2, -3, -4, 1, 0.0, -14, -0.2, 11
37) COc1ccc(CCn2c(-c3cccc([N+](=O)[O-])c3)nc3nc4ccccc4nc32)cc1
    x, -4, 2, -11, 0.0, -3, -0.1, x
38) C[C@@H]1CN([C@H](C)CO)C(=O)c2cc(NC(=O)c3ccncc3)ccc2O[C@@H](C)CCCCO[C@@H]1CN(C)Cc1ccc(C(F)(F)F)cc1
    -1, 11, 10, 4, -0.1, -97, 0.0, 3
39) COc1ccc(C(=O)N2CCN(C(C)=O)CC2)cc1S(=O)(=O)N1CCOCC1
    -3, 10, -4, -7, -0.3, -13, 0.0, -7
40) CCOc1ccc(N(CC(=O)NCC2CCCO2)S(=O)(=O)c2ccc(SC)cc2)cc1 (stereo unspecified)
    2, x, 1, -3, x, -16, x, 14
41) Cc1cc(-c2nn(-c3ccccc3F)cc2CN2CCC(O)CC2)c(C)s1
    -5, -2, -5, 1, -0.1, -5, 0.0, 8
42) NC(=O)c1ncn([C@@H]2O[C@H](C(=O)N[C@H](Cc3c[nH]c4ccccc34)C(=O)N3CCN(CC(=O)N4CCCC4)CC3)[C@@H](O)[C@H]2O)n1
    x, 4, -7, 4, u, -6, 0.4, x
43) O=c1c2ccccc2oc2ccc(NCCCN3CCOCC3)cc12
    -6, -13, 4, -119, -0.2, -4, 0.3, u
44) C[C@H]1CN([C@@H](C)CO)C(=O)c2cc(C#Cc3ccncc3)cnc2O[C@H]1CN(C)Cc1ccncc1
    1, 0, x, 4, -0.2, x, 0.1, x
45) O=C(/C=C/c1ccco1)NC(=S)NNC(=O)c1ccco1
    -5, x, 2, 1, x, -44, x, -4
46) O=C(NCc1ccccn1)c1ccc2c(=O)n(CCc3ccccc3)c(=O)[nH]c2c1
    5, 5, -2, -20, 2.7, -9, 0.0, x
47) Cc1nc2scc(C)n2c(=O)c1S(=O)(=O)N1CCN(c2ccc(F)cc2)CC1
    -11, 17, 11, x, x, -8, 0.1, 12
48) Cc1noc(C(=O)Nc2ccc(F)cc2F)c1Cl
    19, 0, 2, -33, 0.2, -12, 0.2, -5
49) CCOC(=O)C1CCN(CC(=O)c2c(C)n(C)c3ccc(OC)cc23)CC1
    -8, 0, 0, -11, -0.2, -25, 0.1, 17
50) CCOc1ccc(OCCNC(=O)c2oc3ccccc3c2COC)cc1
    4, -15, -6, 13, 1.5, -17, -0.3, 15
51) COc1ccc(Cc2c(C(C)(C)C)nc3ccc(Br)cn23)c(C)c1
    -1, -2, -3, -13, 0.8, -17, -0.1, -4
